OXTR agonist: human OXTR agonists, primary screen, fluorescence, CHO-OTR cells, Fluo-8 calcium. 0.32% of 320,000 active. activation, % at 3 µM. Fluo-8 calcium fluorescence; normalized: DMSO 0%, oxytocin 100%;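 active = activation above the mean of all tested compounds plus 3 SD, cutoff set per screening run, cut at about 20% in these data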;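 note: peak over basal fluorescence ratio from a 100 s FLIPR kinetic read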
Target sequence (P30559 whole entry, looked up): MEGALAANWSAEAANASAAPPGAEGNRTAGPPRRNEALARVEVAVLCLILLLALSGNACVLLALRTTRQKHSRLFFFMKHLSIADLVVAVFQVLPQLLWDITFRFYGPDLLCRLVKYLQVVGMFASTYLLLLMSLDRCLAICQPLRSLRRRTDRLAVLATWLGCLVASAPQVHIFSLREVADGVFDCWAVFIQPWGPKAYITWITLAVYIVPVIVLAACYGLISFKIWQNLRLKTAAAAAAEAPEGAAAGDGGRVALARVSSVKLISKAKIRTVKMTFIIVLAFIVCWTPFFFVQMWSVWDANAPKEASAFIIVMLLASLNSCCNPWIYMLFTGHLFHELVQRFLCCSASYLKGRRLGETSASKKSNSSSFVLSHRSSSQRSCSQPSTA
TAAR1 agonist: human TAAR1 agonists, primary screen, Fluo-8 calcium fluorescence, CHO RD-HGA16 cells | Trace amine-associated receptor 1 (Homo sapiens), Q96RJ0 | vehicle wells 0%, saturating PEA agonist 100% | activation, % at 3 µM | 0.99% of 360,000 active | AID 624467, 2012;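 active = activation above the mean activation of all test compounds in the run plus 3 SD, cut at about 38% in these data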
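System: CHO RD-HGA16 cells carrying human TAAR1 plus Gα16; Incubation: 17-24 h seeding, 75 min 37 °C dye, 30 min RT; Measured by: Fluo-8 fluorescence, 5 s baseline then 140 s kinetic read; Control set: DMSO and PEA EC100; Replication: single well for each compound.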
CHRM1 PAM: human M1 muscarinic receptor positive allosteric modulators, primary screen, CHO-K1 cells, Fluo-8 calcium fluorescence, 1536-well. Muscarinic acetylcholine receptor M1 (Homo sapiens), P11229. CHO-K1 hM1, ACh EC20; 0% = ACh EC20, 100% = maximal ACh. activation, % at 3 µM. 0.088% of 360,000 active. AID 588819, 2011; in the data active = activation above about 19%, passing the limit was not always enough
Target sequence (P11229 whole entry, looked up): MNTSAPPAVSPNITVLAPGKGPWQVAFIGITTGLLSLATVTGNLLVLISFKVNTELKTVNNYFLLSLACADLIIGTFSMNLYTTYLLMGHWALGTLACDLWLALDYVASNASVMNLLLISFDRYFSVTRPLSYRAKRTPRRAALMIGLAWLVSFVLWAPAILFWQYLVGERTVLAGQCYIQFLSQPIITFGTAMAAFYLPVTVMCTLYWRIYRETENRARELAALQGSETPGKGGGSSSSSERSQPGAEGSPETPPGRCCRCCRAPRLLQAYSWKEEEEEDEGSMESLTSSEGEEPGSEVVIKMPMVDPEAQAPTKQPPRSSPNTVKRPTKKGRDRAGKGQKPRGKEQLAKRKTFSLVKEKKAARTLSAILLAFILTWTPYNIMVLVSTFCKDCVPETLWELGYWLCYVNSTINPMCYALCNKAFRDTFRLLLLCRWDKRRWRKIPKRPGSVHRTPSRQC
V1R ag counter: agonists of human V1a receptor, primary screen, counter-screen for OXTR agonist project, fluorescence, CHO-V1R cells. 0.25% of 320,000 active. Fluo-8 calcium fluorescence, agonist mode; 0% DMSO, 100% 3 nM vasopressin. activation, % at 3 µM. Vasopressin V1a receptor (Homo sapiens), P37288. AID 2797, 2010;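 active = activation above the mean activation of all tested compounds plus 3 SD, per screening run, cut at about 20% in these data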;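 note: signal is peak over basal fluorescence ratio across a 100 second FLIPR read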
TAAR1 antag: human TAAR1 antagonists, primary screen, Fluo-8 calcium fluorescence, CHO RD-HGA16 cells; Trace amine-associated receptor 1 (Homo sapiens), Q96RJ0; antagonist; inhibition, % at 3 µM; 1.5% of 360,000 active;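 active = inhibition above a per-plate cutoff, the mean inhibition of test compounds on that plate plus 3 SD, cut at about 49% in these data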;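 note: 0% = DMSO plus EC80 beta-PEA response and 100% = DMSO alone without agonist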
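Material: RD-HGA16 CHO cells with stable hTAAR1 and Gα16; Dosing: single nominal final test compound concentration of 3 µM; Schedule: seeding 17-24 h prior, 75-min 37 °C, 30-min RT dye loading; Detection: kinetic Fluo-8 calcium fluorescence measurement; Measure: % inhibition from peak post-agonist over basal fluorescence ratio; Benchmarks: vehicle and agonist controls.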
CHRM1 agonist: human M1 muscarinic receptor agonists, primary screen, Fluo-8 calcium fluorescence, CHO-K1 cells, HTS | Muscarinic acetylcholine receptor M1 (Homo sapiens), P11229 | CHO-K1 hM1, agonist mode; 0% DMSO, 100% acetylcholine EC100 | activation, % at 3 µM | 0.33% of 360,000 active | AID 588814, 2011;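 active = activation above the run's mean compound activation plus 3 SD, cut at about 16% in these data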;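 note: peak over basal fluorescence ratio within a 140 s kinetic read after compound addition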
OXTR potentiator: human OXTR potentiators, primary screen, fluorescence, CHO-OTR cells, Fluo-8 calcium | 0.061% of 320,000 active | AID 2445, 2010 | activation, % at 3 µM | Oxytocin receptor (Homo sapiens), P30559 | Fluo-8 calcium fluorescence, potentiator mode; 0% = oxytocin EC15, 100% = EC100;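 active = activation above that plate's cutoff, the mean activation of tested compounds plus 3 SD, cut at about 6.6% in these data, passing the limit was not always enough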;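 note: 100% uses oxytocin at 75 nM as the full agonist control; some results filed as inactive read as strong as hits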
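Dosing: Single dose, 3.0 µM nominal final compound concentration | Material: Human OTR in CHO cells | Technique: Kinetic Fluo-8 calcium fluorescence | Benchmarks: EC15 oxytocin alone as 0%, 75 nM oxytocin as 100% | Probe or stimulus: Oxytocin at about EC15, sub-maximal agonist stimulus | Incubation: Compound 6 min at room temperature before oxytocin, 100 s read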
CHO parental Ca: ATP-evoked calcium signal inhibitors, parental CHO, primary screen, counter-screen for OX1R antagonist project, cell-based, fluorescence, Fluo-8 calcium dye; inhibition, % at 5.6 µM; AID 463079, 2010; parental CHO-K1, ATP-induced calcium, Fluo-8 fluorescence; 0.63% of 330,000 active;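 active = inhibition above that plate's mean sample inhibition plus 3 SD, cut at about 26% in these data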;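 note: 0% = ATP-challenged DMSO wells and 100% = DMSO wells without ATP; some compounds past the cut are filed as inactive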
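Assay system – parental CHO cells · Reagent – ATP stimulus · Detection – intracellular calcium via Fluo-8 no-wash fluorescent dye · Evaluation – percent inhibition of ATP-evoked calcium rise, normalized to controls · Controls – ATP wells versus no-ATP DMSO wells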
CHRM1 antagonist: human M1 muscarinic receptor antagonists, primary screen, CHO-K1 cells, Fluo-8 calcium fluorescence, 1536-well; Muscarinic acetylcholine receptor M1 (Homo sapiens), P11229; CHO-K1 hM1, ACh EC80 antagonist; inhibition, % at 3 µM; 1.3% of 360,000 active; AID 588852, 2011;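 active = percent inhibition above its own plate's cutoff, namely the mean of that plate's compound wells plus 3 SD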;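 note: peak over basal fluorescence ratio during 140 s after agonist addition; 0% = ACh EC80 plus DMSO and 100% = DMSO alone without agonist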
Numbers without * were called inactive; nt = not tested or not shown.

#	canonical_smiles	OXTR agonist	TAAR1 agonist	CHRM1 PAM	V1R ag counter	TAAR1 antag	CHRM1 agonist	OXTR potentiator	CHO parental Ca	CHRM1 antagonist
1	COc1ccc(N2CC(C(=O)N[C@@H](C)C(=O)NCc3ccccc3OC)CC2=O)cc1 (some centres not stated)	-0.9	1	-1	1.8	-8	-2	-1	-18	2
2	Cc1occc(=O)c1OC(=O)Nc1ccccc1	0.3	26	12	1.0	-21	-1	-6	-5	-19
3	CN(C)CCCNC(=O)CC(c1ccccc1)c1ccccc1O (configuration not stated)	0.9	6	0	0.9	-6	-9	-6	13	-31
4	CCCN(CCO)Cc1ccc(F)c(Br)c1	-0.8	3	3	0.8	-5	-6	-2	-5	-1
5	CCOC(=O)c1cnc2cc(F)c(F)cc2c1N1CCN(C)CC1	-0.2	3	7	-0.4	2	-5	1	-13	-3
6	COc1ccc(NC(=S)N(Cc2ccc(Cl)cc2)Cc2ccc(C(=O)O)cc2)cc1Cl	-0.6	9	-4	-0.1	9	-10	-6	13	6
7	CCC(=O)Nc1cc(NC(=O)CSc2nnc(C(C)C)n2CC)ccc1C	-0.9	2	-7	-0.5	-15	-2	-15	3	22
8	COc1cc(/C=C2\N=C3CCCCCN3C2=O)ccc1O	0.0	4	-5	1.5	-17	-12	-2	-1	3
9	O=C1c2ccccc2-n2c1nc1ccccc1c2=O	-0.5	1	6	0.6	5	-5	-6	0	-9
10	O=C(NNC(=O)C1CCCO1)c1ccc(F)cc1 (configuration not stated)	1.2	3	3	1.8	0	-3	1	-6	-8
11	COc1ccc(-c2c(C)oc3c(CN4CCCCC4C)c(O)ccc3c2=O)cc1OC (configuration not stated)	1.2	0	5	1.6	-10	-8	0	-13	-9
12	CSc1nc(C)cc(OCC#N)n1	-0.7	0	14	0.7	-17	-2	-12	-2	-16
13	OCC[C@@H]1C[C@H](O)[C@@H](O)[C@]2(CCCCO2)O1	0.7	1	15	0.6	8	4	-1	-3	4
14	CCOC(=O)c1c(C2CC2)csc1NC(=O)COC(=O)c1ccc[n+]([O-])c1	-0.7	-1	7	0.7	20	-8	-8	-17	-3
15	CN(C(=O)COC(=O)c1ccc(Br)o1)c1c(N)n(Cc2ccccc2)c(=O)[nH]c1=O	0.2	0	5	-0.5	-11	-4	-4	-15	-1
16	Cc1cccc(NCc2ccc(N(C)C)cc2)n1	-0.7	-1	0	-0.3	3	-7	-3	-14	-6
17	Cc1nnc(NC(=O)C2CCCO2)s1 (configuration not stated)	0.0	4	1	0.0	-5	-2	-14	-4	2
18	C/C(=N/OC(=O)c1ccccc1)c1oc(C)nc1C	-2.0	2	-1	-1.2	-10	-4	-8	-7	0
19	COc1ccc(-c2csc3ncnc(N4CCN(c5cccc(Cl)c5)CC4)c23)cc1	-1.1	nt	4	-0.5	nt	-4	-7	-13	-4
20	COc1cc(CCC(=O)OCC(=O)Nc2ccc(F)c(F)c2)cc(OC)c1OC	3.1	0	-7	4.1	-17	1	-10	-11	17
21	Cc1cc(C)c(COCc2cc(/C=N/O)c(C)cc2C)cc1/C=N/O	-0.1	13	-3	-0.2	42	-3	-9	-17	4
22	O=C1CCCN1C(=O)COc1ccccc1[N+](=O)[O-]	0.2	0	9	0.8	-4	-1	-4	-3	-11
23	Cc1cc(C)c(OCC(=O)OC(C)C(=O)NCc2ccccc2)c(C)c1 (configuration not stated)	nt	-3	6	nt	-20	-5	nt	nt	-4
24	O=[N+]([O-])c1cc(S(=O)(=O)N2CCCC2)ccc1N/N=C/c1cccnc1	0.0	2	-1	0.6	-8	-2	-8	-10	2
25	O=C(Nc1ccncc1)C1CCN(S(=O)(=O)c2c(Cl)cccc2Cl)CC1	7.1	15	-5	7.5	10	3	-16	-29	0
26	O=S(=O)(c1ccc(SCc2ccccc2)nc1)N1CCCCCC1	-0.3	2	0	1.1	1	-3	-4	-15	3
27	O=C(NC1CCN(Cc2ccccc2)CC1)c1ccccc1F	0.5	8	0	0.9	10	-10	-8	-7	-10
28	COc1ccc(S(=O)(=O)N2CCC(C(=O)NC3CC3)CC2)cc1Cl	2.2	1	1	1.1	9	-3	0	-13	-34
29	CCOC(=O)C1=C(C)NC(C)=C(C(=O)OCC)C1c1cccc([N+](=O)[O-])c1	nt	-2	3	nt	32	-3	nt	nt	-2
30	CCOC(=O)c1cnc2c(C)cc(Cl)cc2c1NCCCN1CCOCC1	-1.1	0	-1	-0.6	-4	-9	-12	-14	2
31	Cc1c(Cl)cccc1NC(=S)N=Nc1c(O)n(CN2CCOCC2)c2ccccc12	-2.2	nt	nt	-1.2	nt	nt	-14	-18	nt
32	CCCCCOC(=O)CSc1nc2c(c(=O)[nH]c(=O)n2C)n1CCc1ccccc1	-0.8	1	10	1.0	-13	-4	-4	-14	-41
33	O=C1c2ccsc2SCCN1Cc1ccc(Cl)cc1	-2.2	4	-8	-1.4	2	-4	-9	-16	16
34	O=[N+]([O-])c1ccc(-[n+]2ccc3ccccc3c2)c([N+](=O)[O-])c1	-0.7	16	-2	-1.0	-3	-10	-3	-3	4
35	Cn1c(SCC(=O)NC2CC2)nnc1-c1ccccc1Cl	0.6	2	13	0.4	-21	1	2	-1	-17
36	Cc1ccc(S(=O)(=O)N2CCC(c3nnc(SCCN4CCCC4)n3C)CC2)cc1	0.5	-2	-23	0.5	3	-11	-2	-1	26*
37	O=C1NCCCC1C(=O)N/N=C/c1ccccc1[N+](=O)[O-] (configuration not stated)	0.0	3	4	0.5	0	-1	0	3	-6
38	[O-][n+]1cccc2ncc3cscc3c21	0.7	0	-3	0.1	10	-2	-5	-2	8
39	CC(C)Oc1ccc(C(=O)Nc2ccc(C(F)(F)F)n(C)c2=O)cc1	-0.9	5	6	0.2	-22	-6	-8	-6	-7
40	CCSc1nnc2nc3[nH]c4c(C)cccc4c3nn12	-0.9	7	5	-0.2	6	-6	-8	-2	0
41	CCc1ccc(NS(=O)(=O)c2ccc(C)c(C(=O)N3CCOCC3)c2)cc1	-0.1	0	1	0.3	-10	-3	3	-10	1
42	CC(C)CCC1(CCO)C(=O)N=C(N)NC1=O (configuration not stated)	nt	1	11	nt	-14	-1	nt	nt	-18
43	CCC(C(=O)NC(C)(C)C)N(Cc1cccs1)C(=O)CNS(=O)(=O)c1ccccc1 (configuration not stated)	-0.1	-1	-2	-1.2	-3	-3	-2	-26	5
44	CCN1CCN(c2nnc(-c3ccc(C)cc3)c3ccccc23)CC1	-1.2	-1	7	1.0	-5	-10	-8	-1	-14
45	O=[n+]1c2c(n([O-])c3c1CCCC3)CCCCC2	0.5	1	-3	0.9	-22	-4	-12	5	-23
46	CN(C)c1cc(-c2ccc(Cl)c(Cl)c2)oc(=O)c1Cl	1.2	0	-5	1.0	-11	-1	2	-9	10
47	Cc1noc(C)c1COC(=O)c1ccc(F)c(S(=O)(=O)N2CCCCC2)c1	-0.2	5	-4	1.8	20	-9	-12	-9	6
48	CCn1c(=O)c(=O)[nH]c2cc(C(=O)NC3CCCc4ccccc43)ccc21 (configuration not stated)	-0.1	6	17	0.6	-2	-4	3	-11	1
49	COc1ccc(-c2csc(NC(=O)CSCC(=O)Nc3cc(C)on3)n2)c(OC)c1	-2.1	0	4	-1.4	-21	-4	-2	-11	-9
50	Cc1cccnc1NC(=O)CCC(=O)c1cccs1	0.2	1	8	0.9	17	-3	-4	-6	-3

More compounds:
#	canonical_smiles	OXTR agonist	TAAR1 agonist	CHRM1 PAM	V1R ag counter	TAAR1 antag	CHRM1 agonist	OXTR potentiator	CHO parental Ca	CHRM1 antagonist
51	O=C1S/C(=C\C=C\c2ccco2)C(=O)N1c1ccccc1	-1.9	1	-5	0.4	-2	-8	-3	-11	-3
52	CCCCC(=O)Nc1ccc(Cl)cn1	0.3	7	8	0.3	0	-8	4	-6	-10
53	COc1ccc(CNC(=O)CN2C(=O)C(C)N(c3ccc(C)cc3)C2=O)cc1 (configuration not stated)	2.5	12	10	3.5	-6	3	-1	-13	-7
54	CCN1C(=O)C(CC(=O)Nc2ccc(OC)cc2)N(Cc2cccs2)C1=S (configuration not stated)	0.9	12	6	0.2	-14	-3	-5	-9	-6
55	COc1ccc(-c2nnn(Cc3ccccc3)n2)cc1	-1.0	1	0	-0.2	0	-5	-11	-5	-9
56	N/C(=N\OC(=O)CCCc1ccccc1)c1ccccc1Cl	-1.5	-2	0	-0.7	-21	1	-11	1	8
57	CC(C)=CC(=O)OCC(=O)Nc1ncc(Cl)c(C)c1Cl	-0.8	0	1	0.1	-3	-3	-7	-16	-8

Screens (PubChem)
